# Screening results from PubChem.
# MC4R barr agon: MC4R agonists recruiting beta-arrestin, primary screen, cell-based, luminescence, agonist arm of biased-ligand search | 0.98% of 360,000 active | Melanocortin receptor 4 (Homo sapiens), P32245 | AID 540308, 2011 | activation, % at 8.9 µM | U2OS MC4R beta-arrestin complementation; percent of melanotan II response, DMSO zero;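 active = activation above a per-plate cutoff, the mean activation of sample wells on that plate plus 3 SD, cut at about 8% in these data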
# Target sequence (P32245 whole entry, looked up): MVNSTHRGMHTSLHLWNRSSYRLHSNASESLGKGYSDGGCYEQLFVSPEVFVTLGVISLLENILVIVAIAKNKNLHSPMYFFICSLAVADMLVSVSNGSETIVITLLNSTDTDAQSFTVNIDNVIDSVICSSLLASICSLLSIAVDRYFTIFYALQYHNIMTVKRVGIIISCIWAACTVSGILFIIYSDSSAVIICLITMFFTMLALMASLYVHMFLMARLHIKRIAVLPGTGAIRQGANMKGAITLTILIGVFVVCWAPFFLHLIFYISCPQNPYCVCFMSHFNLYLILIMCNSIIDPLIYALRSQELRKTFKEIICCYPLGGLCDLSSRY
# Exocytosis inh: LAMP-1 surface exposure blockers, TALL-104 cells – cell-based, flow cytometry, MLPCN library, primary screen | inhibition, % at 10 µM | TALL-104 LAMP-1 surface exposure; cells stimulated with thapsigargin and PMA | AID 651702, 2012 | 0.66% of 360,000 active;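 active = inhibition above about 55%, limit read from the data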
# hiPSC survival: enhancers of single-cell hiPSC survival, primary screen, ATPlite luminescence | 100% = ROCK inhibitor wells, 0% = DMSO | survival enhancement, % at 20 µM | 0.044% of 360,000 active; in the data active = survival enhancement above about 18%;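 note: cells exposed to compounds for 16 hours before the ATP read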
# aDG glyco up: activators of alpha-DG glycosylation, primary screen, uHTS, Pro5-aDG cells, AlphaScreen | alpha-DG glycosylation AlphaScreen (IIH6); 0% Pro5, 100% B10-LARGE cell signal | activation, % at 10 µM | AID 624168, 2012 | 0.22% of 360,000 active;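 active = activation of at least 8% versus controls, or a plate z-score of at least 8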;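 note: Pro5 are CHO cells carrying HIG-tagged alpha-DG that lacks glycosylation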
# H9c2 protect: cardioprotection against H2O2-induced cell death, primary screen, uHTS, H9c2 cells, ATPLite luminescence | 0.63% of 360,000 active | H9c2 cardiomyocytes, H2O2 injury protection, 2 h | protection from H2O2 cell death, % at 20 µM;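 active = compounds giving at least 50% protection of heart cells from peroxide-induced death in the single-dose screen, raw or plate-pattern-corrected value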;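 note: 0% = DMSO wells with peroxide and 100% = DMSO wells without peroxide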
# MC4R antag cAMP: MC4R antagonists of cAMP signaling, primary screen, cell-based, TR-FRET, antagonist arm of biased-ligand search | 0.48% of 360,000 active | inhibition, % at 6.5 µM | Melanocortin receptor 4 (Homo sapiens), P32245 | MC4R-expressing cells, MTII-stimulated cAMP, LANCE TR-FRET;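 active = inhibition above its plate's cutoff, the mean of tested wells on that plate plus 3 SD, cut at about 29% in these data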;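 note: 0% = Melanotan II alone and 100% = Melanotan II plus saturating MCL0020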
#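 material = U2OS cells stably expressing human melanocortin 4 receptor (MC4R) | also added = Melanotan II challenge | dosing = single nominal compound dose of 6.5 µM | detection = TR-FRET with Eu-cAMP and labeled anti-cAMP, 671 nm | replication = singlicate | timing = compound 30 min, challenge 1 h, detection 1 h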
# m5-HT2A agonist: mouse Htr2a agonists via beta-arrestin recruitment, primary screen, cell-based, luminescence; CHO-K1 mHTR2A beta-arrestin complementation; percent of 30 µM serotonin response; activation, % at 7.6 µM; 0.66% of 360,000 active; AID 624169, 2012;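 active = activation above a run cutoff, the mean activation of all tested compounds plus 3 SD, cut at about 14% in these data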;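 note: 0% = plate median of compound wells and 100% = 30 µM serotonin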
# Target sequence (P35363 whole entry, looked up): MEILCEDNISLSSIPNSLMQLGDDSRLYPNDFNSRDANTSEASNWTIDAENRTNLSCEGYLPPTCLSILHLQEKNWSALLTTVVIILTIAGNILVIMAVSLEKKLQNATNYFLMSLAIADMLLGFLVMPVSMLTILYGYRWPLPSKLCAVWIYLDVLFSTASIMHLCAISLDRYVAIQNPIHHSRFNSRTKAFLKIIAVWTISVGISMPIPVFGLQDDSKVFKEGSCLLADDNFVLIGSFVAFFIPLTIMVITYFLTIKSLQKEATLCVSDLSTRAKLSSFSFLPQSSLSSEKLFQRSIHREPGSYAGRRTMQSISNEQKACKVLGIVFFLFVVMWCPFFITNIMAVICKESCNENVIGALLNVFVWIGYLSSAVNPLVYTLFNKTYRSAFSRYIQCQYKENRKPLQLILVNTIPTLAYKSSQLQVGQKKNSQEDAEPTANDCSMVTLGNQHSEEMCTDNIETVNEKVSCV
# N-glyco inh: increase of ERlucT glycosylation luciferase signal, primary screen, N-linked glycosylation inhibitor project, D54 ERlucT cells, luminescence, set 2. D54 ERlucT glycosylation luciferase reporter, 24 h; percent of 100 nM tunicamycin response. AID 588692, 2011. 0.23% of 360,000 active. reporter increase, % at 12.5 µM;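 active = mean luciferase reporter signal, scaled so untreated is 0 and the glycosylation-blocking control 100, at or above a set limit in every replicate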;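 note: luciferase carries N-glycosylation sites so blocking glycosylation raises the light; 0% = median of neutral control wells and 100% = median of 100 nM tunicamycin wells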
# ABHD5-PLIN5 inh: ABHD5-PLIN5 interaction inhibitors, primary screen, cell lysate, split luciferase complementation, luminescence; Perilipin-5 (Homo sapiens) + 1-acylglycerol-3-phosphate O-acyltransferase ABHD5 (Homo …; Split G. princeps luciferase complementation, 4 h; inhibition, % at 4 µM; 0.78% of 360,000 active; AID 602281, 2012;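 active = inhibition above the mean inhibition across every tested compound plus 3 SD, cut at about 22% in these data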;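 note: 0% = DMSO only wells and the 100% control is not disclosed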
# ABCB6 inh MLPCN: ABCB6 transporter inhibitors, primary screen, K562-ABCB6 cells, flow cytometry, MLPCN library. ATP-binding cassette sub-family B member 6 (Homo sapiens), Q9NP58. K562-ABCB6 porphyrin accumulation, 1 h; active compounds read low. fluorescence ratio to DMSO, % at 10 µM. 0.19% of 360,000 active. AID 602162, 2011;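 active = fluorescence ratio to DMSO below 75%, the collection mean minus 3 SD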;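 note: signal is porphyrin accumulated inside mitochondria; 100% equals median channel fluorescence of DMSO control wells; lower ratio means ABCB6 inhibition with less porphyrin fluorescence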
# * = called active by the depositor; x = no result given. Rows are unselected, and some 4.5% of all compounds hit somewhere here.
SMILES,MC4R barr agon,Exocytosis inh,hiPSC survival,aDG glyco up,H9c2 protect,MC4R antag cAMP,m5-HT2A agonist,N-glyco inh,ABHD5-PLIN5 inh,ABCB6 inh MLPCN
CCC(=O)N1CCN(c2ccc(NC(=O)c3c(F)c(F)c(OC)c(F)c3F)cc2)CC1,0.0,0,1.9,0.2,8,-3,-2,-1,1,99
CCC(NC(=O)c1ccccc1NC(=O)c1ccco1)C(=O)O (stereo not drawn),-1.3,-2,2.3,0.5,8,7,-5,3,10,100
CCC(C)C(NC(=O)c1ccccc1NC(=O)c1ccc(C)cc1)C(=O)O (stereo not drawn),-0.3,1,-1.7,-0.2,-5,8,1,1,0,101
COc1ccc(S(=O)(=O)NCc2ccc3c(c2)OCO3)cc1C,-2.1,-2,1.5,-0.2,1,1,-5,3,1,98
CN1CCc2c(sc3nc(SCC(=O)N4CCOCC4)n(-c4ccc(Cl)cc4)c(=O)c23)C1,0.1,0,-0.3,0.1,-4,4,-3,-3,7,99
CCN1CCN(C(=O)Nc2cccc(C(F)(F)F)c2)CC1,-1.9,-3,-1.0,0.0,3,-1,1,1,-3,98
O=[N+]([O-])c1cccc(-c2cc(-c3cc(Br)ccc3O)[nH]n2)c1,1.0,100*,-0.7,-0.3,-23,2,-2,-8,-6,94
COC(=O)CNC(=O)C1CCCN1C(=O)CNC(=O)OCc1ccccc1 (stereo not drawn),-1.2,7,-0.6,-0.1,0,3,2,1,-25,98
COc1ccc(/C=N\NC(=O)c2ccc(-c3ccccc3)cc2)c(OC)c1OC,0.5,6,0.2,0.1,-3,2,-9,0,4,94
CCCn1cc(S(=O)(=O)c2ccc(F)cc2)c(=O)c2cc(OCC)ccc21,0.5,4,0.7,-0.1,0,13,4,-2,2,101
CC(=O)c1ccc(N2C(=O)CC(N3CCN(S(=O)(=O)c4cc(C)ccc4C)CC3)C2=O)cc1 (stereo not drawn),1.2,-8,-1.1,-0.1,5,-3,-2,2,2,96
Cc1cccc(C)c1OCc1nnc2c3cnn(C)c3ncn12,-1.8,7,-0.5,0.1,2,6,0,-1,0,100
CCCc1cc(=O)oc2c3c(cc(OCC(=O)N[C@@H](C)C(=O)O)c12)OC(C)(C)CC3,-0.7,-8,0.1,-0.1,-1,1,0,0,1,96
CCOC(=O)NC1(C(F)(F)F)C(=O)N(Cc2ccccc2)C2=C1C(=O)CC(C)(C)C2 (stereo not drawn),-2.5,3,-2.8,-0.4,3,1,-1,1,-2,98
O=C(CN1C(=O)NC2(CCCCC2)C1=O)Nc1cccc2ncccc12,-0.7,-3,5.6,-0.1,-5,6,7,2,-5,97
CCCC1=NN2C(=N)/C(=C\c3cc(C)n(-c4cc(C)cc(C)c4)c3C)C(=O)N=C2S1,2.1,1,-0.7,0.0,-7,30*,1,-2,10,98
COc1ccc(NC(=O)CCCCCn2nnc3ccccc3c2=O)cc1OC,0.5,-10,-0.3,0.0,-1,-6,3,-1,4,100
CC(=O)N1CCN(Cc2nc(C(c3ccccc3)c3ccccc3)no2)CC1,-1.5,-1,0.2,0.4,-3,2,-2,0,-5,99
CCNC(=O)C1CCCN1C(=O)C(CCCN=C(N)N)NC(=O)C(CC(C)C)NC(=O)C(Cc1cn(Cc2ccccc2)cn1)NC(=O)C(Cc1ccc(O)cc1)NC(=O)C(CO)NC(=O)C(Cc1c[nH]c2ccccc12)NC(=O)C(Cc1cnc[nH]1)NC(=O)C1CCC(=O)N1 (stereo not drawn),0.8,0,7.2,-0.1,5,-4,0,-4,0,101
CN(Cc1ccccc1)C(=O)COC(=O)CNS(=O)(=O)c1ccc2ccccc2c1,0.7,-1,0.3,-0.2,-9,6,0,2,-1,101
COc1ccc(-c2nnc3ccc(SCC(=O)N4CCCC4)nn23)cc1,-0.8,-4,-0.2,-0.3,1,14,0,0,5,96
CCc1ccc(-c2cc3c(=O)n(CC(=O)NCCCN4CCN(CC)CC4)nc(C)n3n2)cc1,-2.8,8,-0.6,3.8,-12,0,-1,5,-1,101
COC(=O)C(C)Oc1cc(C)ccc1COc1ccc(-n2nc(C)n(C(F)F)c2=O)cc1 (stereo not drawn),-0.8,5,-0.5,0.1,-7,18,-6,-1,5,99
CCCOP(=O)(c1ccc(N(C)C)cc1)C(O)c1ccc(N(C)C)cc1 (stereo not drawn),-0.2,-5,-0.5,-0.1,5,-3,1,0,6,99
Cc1cccc(N2CCN(C(=O)CCn3c(=O)[nH]c4ccsc4c3=O)CC2C)c1 (stereo not drawn),2.2,-5,-0.5,-0.3,9,16,6,-1,-11,104
O=C(Nc1nc(-c2cccnc2)cs1)c1ccccc1Cl,0.1,1,-0.1,0.1,2,20,3,-1,0,98
CCOc1cc(C2C3=C(CCCC3=O)OC3=C2C(=O)CCC3)cc([N+](=O)[O-])c1O,-1.2,2,1.7,-0.3,-5,5,2,-1,-3,94
Cc1cnn(CCC(=O)NNC(=S)Nc2ccccc2)c1,-0.9,-1,2.0,0.1,0,14,-2,3,-3,104
N/C(=N\OC(=O)c1ccccc1Br)c1cccc([N+](=O)[O-])c1,-0.2,-5,-0.6,-0.2,-15,-2,-5,-14,3,96
CN1CCN(Cc2c(O)ccc3occ(C(=O)c4ccccc4)c23)CC1,-0.9,0,0.0,0.3,1,4,-5,0,2,92
CC(NC(=O)C1CCC(=O)N1Cc1ccc(F)cc1)c1ccc2c(c1)OCCO2 (stereo not drawn),0.0,-2,0.1,-0.2,-4,-2,5,2,8,104
CCCCn1nnnc1C(c1cc2ccccc2o1)N(C)Cc1ccc(Cl)cc1 (stereo not drawn),x,-4,-0.4,0.0,x,x,-8,x,-25,103
Cc1cccc(NC(=O)C2CCN(c3nccc(C)n3)CC2)c1,-2.5,-1,1.5,0.0,-1,5,-8,3,0,94
Cc1ccc(C(=O)NCCN2CCOCC2)c(Cl)c1,-0.1,56*,0.1,0.1,0,-3,3,0,-4,162
CCC(C)CN1C(=O)CSCC1(C)C(=O)Nc1c(C)cccc1C (stereo not drawn),x,-9,x,0.0,x,x,0,x,-7,x
Cc1nc(CCNC(=O)COc2ccccc2)cs1,0.0,-1,3.2,0.1,3,-2,-1,2,-2,98
Nc1nnnn1/N=C/c1cc(Cl)cc(Cl)c1OCc1ccc(Cl)cc1Cl,-1.9,0,0.6,-0.5,-16,8,-4,-1,-1,94
O=C(NCc1ccccc1)C(c1ccco1)N(C(=O)c1csnn1)C1CC1 (stereo not drawn),-0.7,4,-0.5,0.0,8,11,1,-1,2,99
COc1ccc(OC)c(NC(=O)Cn2c(-c3ccc(Cl)cc3)noc2=O)c1,2.1,1,-0.4,-0.3,5,14,1,0,-1,103
COc1ccc(C(=O)Nc2c3c(nn2-c2cccc(Cl)c2)CS(=O)C3)cc1 (stereo not drawn),-2.1,0,-0.7,0.0,4,7,2,-1,-2,89
O=C(COC(=O)c1cncc(Br)c1)NCc1ccccc1,0.0,2,-0.3,-0.1,-1,1,0,2,-6,97
COc1ccc(Oc2nc(-c3ccccn3)ncc2OC)cc1,-0.7,0,-2.3,1.9,-3,2,3,0,0,94
O=C(NCC1COc2ccccc2O1)C1CCN(S(=O)(=O)c2ccc(Cl)cc2)CC1 (stereo not drawn),-0.7,-4,-0.2,0.1,3,11,0,-4,6,101
O=C(CSc1nnc(-c2cccs2)n1-c1ccccc1)NCc1ccco1,-1.3,-2,1.1,0.3,6,6,6,0,-1,97
FC(F)(F)c1cc(-c2ccccc2)nc(NCc2cccs2)n1,0.4,-2,-0.3,0.5,-22,10,3,-3,-8,104

# Some of these compounds in order of SMILES length, largest number first.
SMILES,MC4R barr agon,Exocytosis inh,hiPSC survival,aDG glyco up,H9c2 protect,MC4R antag cAMP,m5-HT2A agonist,N-glyco inh,ABHD5-PLIN5 inh,ABCB6 inh MLPCN
O=C(NCC1COc2ccccc2O1)C1CCN(S(=O)(=O)c2ccc(Cl)cc2)CC1 (stereo not drawn),-0.7,-4,-0.2,0.1,3,11,0,-4,6,101
COc1ccc(C(=O)Nc2c3c(nn2-c2cccc(Cl)c2)CS(=O)C3)cc1 (stereo not drawn),-2.1,0,-0.7,0.0,4,7,2,-1,-2,89
COc1ccc(OC)c(NC(=O)Cn2c(-c3ccc(Cl)cc3)noc2=O)c1,2.1,1,-0.4,-0.3,5,14,1,0,-1,103
O=C(NCc1ccccc1)C(c1ccco1)N(C(=O)c1csnn1)C1CC1 (stereo not drawn),-0.7,4,-0.5,0.0,8,11,1,-1,2,99
CCCCn1nnnc1C(c1cc2ccccc2o1)N(C)Cc1ccc(Cl)cc1 (stereo not drawn),x,-4,-0.4,0.0,x,x,-8,x,-25,103
CCC(C)CN1C(=O)CSCC1(C)C(=O)Nc1c(C)cccc1C (stereo not drawn),x,-9,x,0.0,x,x,0,x,-7,x
Cc1cccc(NC(=O)C2CCN(c3nccc(C)n3)CC2)c1,-2.5,-1,1.5,0.0,-1,5,-8,3,0,94
COc1ccc(Oc2nc(-c3ccccn3)ncc2OC)cc1,-0.7,0,-2.3,1.9,-3,2,3,0,0,94
Cc1ccc(C(=O)NCCN2CCOCC2)c(Cl)c1,-0.1,56*,0.1,0.1,0,-3,3,0,-4,162
Cc1nc(CCNC(=O)COc2ccccc2)cs1,0.0,-1,3.2,0.1,3,-2,-1,2,-2,98

# The listing continues:
SMILES,MC4R barr agon,Exocytosis inh,hiPSC survival,aDG glyco up,H9c2 protect,MC4R antag cAMP,m5-HT2A agonist,N-glyco inh,ABHD5-PLIN5 inh,ABCB6 inh MLPCN
Cc1cc(Cl)cc2sc(NC(=O)c3ccco3)nc12,11*,-1,-4.4,0.5,-17,8,-4,-3,6,103
CC(C)(C)N1CC(C(=O)Nc2ccc(C(N)=O)cc2)CC1=O (stereo not drawn),-1.0,1,7.3,0.0,2,9,0,2,-2,103
CCCN(CCC)c1nc(Cl)nc(NCCN2CCOCC2)n1,-1.7,-2,-0.1,0.1,-3,6,-4,1,4,90
CCCCCn1c(=O)c(Cc2ccccc2)c(O)c2ccccc21,0.0,-3,-1.5,-0.2,-5,1,2,-1,0,100
Cc1n[nH]c(=S)n1-c1cccc(Cl)c1,-3.0,9,0.1,-0.2,1,10,-2,2,-2,99
